Bioassay records: PubChem, several laboratories
E coli WT exp: blocks growth of wild type E. coli BW25113; growth inhibition, % at 100 µM; OD600 absorbance; 98,000 compounds, 0.15% hits;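 active = growth inhibition above about 50% at one test dose, limit read from the data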;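 note: growth measured after 20 h incubation at 37 °C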
PostGolgi ctrl: growth of the yeast control strain, post-Golgi counter-screen | efflux-deficient yeast background strain, growth absorbance A615, 16 h | inhibition, % at 10 µM | 98,000 compounds, 5% hits
PTPN22 act: increases human PTPN22 phosphatase activity | Q9Y2R2 | AID 697 | 96,000 compounds, 0.11% hits | activation, % at 2 µM | recombinant LYP, DiFMUP fluorescence; 0 = plate median, 100 = signal doubled;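 active = activation at 2 µM above a set limit, the mean plus 5 SD, cut at about 37% in these data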
CYP2C9 act: activators of human CYP2C9; P11712; recombinant CYP2C9, luciferin-H conversion, luminescence; hits give high values; factor 1 = untreated enzyme, 0 = blocked; activation factor at 5 µM; 96,000 compounds, 1.4% hits;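 active = activation factor of 2 or more for CYP2C9 at a 5 µM dose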;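 note: 0 = sulfaphenazole-blocked wells and 1 = vehicle-only wells; values of inactives mirror those of a sister screen read the other way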
Target sequence (P11712 whole entry, looked up): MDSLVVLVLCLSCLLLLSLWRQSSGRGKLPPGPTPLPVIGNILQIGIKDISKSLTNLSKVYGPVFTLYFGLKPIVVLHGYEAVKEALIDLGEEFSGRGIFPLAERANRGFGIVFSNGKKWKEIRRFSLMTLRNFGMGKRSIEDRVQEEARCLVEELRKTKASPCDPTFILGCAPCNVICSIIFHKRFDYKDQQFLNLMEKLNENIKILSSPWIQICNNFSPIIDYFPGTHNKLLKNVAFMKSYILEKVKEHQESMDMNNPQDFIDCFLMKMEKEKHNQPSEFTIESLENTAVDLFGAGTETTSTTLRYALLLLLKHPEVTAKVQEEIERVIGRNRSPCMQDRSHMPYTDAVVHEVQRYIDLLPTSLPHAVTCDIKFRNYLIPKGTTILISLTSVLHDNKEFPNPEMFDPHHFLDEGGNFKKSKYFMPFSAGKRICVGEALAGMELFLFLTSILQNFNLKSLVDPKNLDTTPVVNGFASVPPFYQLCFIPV
PTPN22 inh 2: LYP (human) phosphatase inhibition; Q9Y2R2; recombinant LYP catalytic domain, DiFMUP fluorescence; inhibition, % at 2 µM; 96,000 compounds, 0.21% hits; AID 640;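 active = inhibition at 2 µM at or above a set limit, the screen mean plus 3 SD, cut at about 24% in these data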;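 note: 0% = DMSO with enzyme and 100% = enzyme fully blocked by orthovanadate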
CYP2C9 inh: blocks human cytochrome P450 2C9. AID 777. CYP2C9 Supersomes, luciferin-H conversion, luminescence. 96,000 compounds, 20% hits. inhibition, % at 5 µM;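 active = blocking of liver enzyme CYP2C9 beyond about 50% at 5 µM, limit read from the data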; note: values of inactives mirror those of a sister screen read the other way
PostGolgi yeast: growth inhibition of a yeast mutant, post-Golgi transport screen | post-Golgi transport phenotypic cell assay | inhibition, % at 10 µM | 98,000 compounds, 0.9% hits | AID 739;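 note: yeast cells grown in 1536-well plates; yeast grown about 18 h at 30C before absorbance read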
DAT uptake mod: changed human dopamine transporter uptake under cocaine IC80. Q01959. LLC-PK1 hDAT cells, [14C]-dopamine uptake with cocaine IC80; actives deviate in either direction. B-score at 10 µM. 110,000 compounds, 1.3% hits;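 active = Z score or B-score, a plate-position-corrected score, falls beyond the plate's 99.7% confidence bounds, in either direction; inactive = both scores lie inside the 99.7% bounds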;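 note: scored against the spread of the other compound wells on the same plate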
PTK2B oligo ant: Pyk2 (human) oligomerization antagonism. z-score (the deposit names both 25 µM and 10 µM). 99,000 compounds, 0.83% hits. Q293 cells, Pyk2 FERM NanoBiT luminescence; hits give low values;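 active = Z-score of -3 or lower, scaled per plate to the spread of control and sample wells; inactive = z-score above -3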;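 note: negative z-score means lost luminescence so less FERM oligomerization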
* hit, by the source's call; · = no result given. Cut-off read from the data, not from the text of the source, unless noted: active = inhibition above about 30%; inactive = the rest.

SMILES,E coli WT exp,PostGolgi ctrl,PTPN22 act,CYP2C9 act,PTPN22 inh 2,CYP2C9 inh,PostGolgi yeast,DAT uptake mod,PTK2B oligo ant
CCOC(=O)C(Cc1ccc(NC(=O)/C(=C/c2ccc(OC(C)=O)cc2)NC(C)=O)cc1)N1C(=O)c2ccccc2C1=O (centres undefined),4,1,-4,0.4,8,60*,4,2.6,-0.89
CC(Oc1ccccc1)C(=O)Nc1ccc(C(N)=O)cc1 (centres undefined),0,5,-15,0.7,12,28,-2,-0.83,0.01
Cc1cc(NS(=O)(=O)c2ccc(NC(=O)CCCOc3ccc(Cl)cc3)cc2)no1,-1,7,3,0.4,-6,58*,-4,0.63,0.54
CC1=CCC2C(=O)N(c3ccc4ccccc4n3)C(=O)C2C1 (centres undefined),0,10,-5,0.7,5,31,0,0.81,0.11
COC(=O)CSc1cc(SCC(=O)OC)c(C#N)c(SCC(=O)OC)c1,-4,-2,2,0.5,-5,52*,-9,-0.11,1.9
O=C(O)COCc1nc2ccccc2[nH]1,-6,21,-5,1,3,1,-5,-0.93,-0.76
NS(=O)(=O)c1cccc(NC(=O)CSc2ccccn2)c1,8,8,12,0.9,-10,8,-11,-1.8,-0.39
COc1ccc(N2C(=O)CSC2c2ccc3c(c2)OCO3)cc1 (centres undefined),4,10,1,1.2,-2,-22,9,0.11,-0.91
Cc1cc2c(cc1C)N(CC(=O)N1CCCC1)C(=O)CC(c1ccccc1)=N2,0,14,7,0.3,-5,68*,-1,0.54,-0.14
CCn1c(=O)c2c3c(sc2n2cnnc12)CCC3,6,25,-1,1,0,2,15,0.26,-0.37
CCOc1c2ccc(C(=O)NCCc3cccs3)cc2nn1CC,7,16,-1,1.1,4,-7,-15,0.29,·
Cc1ccccc1Cn1ccc(NC(=O)c2cnn3cccnc23)n1,2,3,0,0.5,-5,50*,5,0.27,-0.67
Cn1c(=O)[nH]c(=O)c2c1nc(CN1CCN(c3ccc(F)cc3)CC1)n2CCc1ccccc1,-13,2,-4,·,4,·,-7,0.46,-0.17
CCC1(C)CC(CC(=O)O)(c2ccccc2OC)CCO1 (centres undefined),4,2,-1,1,-1,0,15,0.34,0.14
CCCn1c(=N)n(CC(=O)O)c2ccccc21,·,·,-8,·,5,·,·,-0.56,-0.52
O=c1c(-c2ccco2)[n+]([O-])c2ccccc2n1OCc1ccccn1,0,3,-7,0.7,7,27,6,-0.48,0.26
Fc1ccccc1OCCCCSc1ncccn1,13,28,-8,0.9,10,11,-2,-0.26,-0.27
CSCC[C@H](NC(=O)OC(C)(C)C)c1nnc(SCc2ccc(F)cc2)o1,-7,0,-8,0.2,6,78*,21,-0.71,-0.32
Cn1c(Oc2ccccc2NCc2cc(Br)ccc2O)cc(=O)n(C)c1=O,10,28,-3,0.1,6,95*,-8,·,-3.1*
CCC(=O)Nc1nc(C)cc(SCC(=O)OC)n1,-12,2,8,0.6,-10,43,1,0.16,0.39
Cc1cc(NS(=O)(=O)c2ccc(NC(=O)CCc3ccccc3)cc2)no1,2,14,5,0.8,-3,22,5,1.7,1.1
Cc1ccc(N2CCN(CC3CC=CCC3)CC2)cc1 (centres undefined),10,7,-8,0.9,6,5,21,-0.48,0.68
O=C(C(Cc1ccccc1)N1C(=O)c2ccccc2C1=O)N1CCc2ccccc21 (centres undefined),·,·,-11,·,11,·,·,-0.077,0.31
CCOc1ccc(NC(=O)c2ccccc2OC)cc1,-9,-9,0,3.3*,0,-227,2,·,0.38
COCCCNC(=O)c1cccs1,2,21,9,0.9,-6,10,-2,2.7*,0.45
Cc1ccc2nc(-c3ccc(N4C(=O)CC(N5CCCC(C)C5)C4=O)cc3)sc2c1 (centres undefined),2,6,2,1.2,1,-23,-2,0.004,·
Cc1ccc(SCC(=O)NCc2cccnc2)cc1,13,2,9,0.7,-9,27,1,0.027,0.69
NC(=O)c1ccsc1NC(=O)CSc1ccccc1F,-5,7,-2,1,2,4,-8,-0.84,-0.98
O=C(/C=C/c1ccccc1)NC(=S)NNC(=O)c1ccco1,·,·,3,·,-4,·,·,-0.46,-0.03
COc1cc2nc(C3CC3)n(NC(=O)c3ccc(Cl)cc3)c(=O)c2cc1OC,-1,3,·,0.6,·,43,24,-0.72,0.59
Cc1cc(C)nc(SCC(=O)NC2=NC(=O)C(C)S2)n1 (centres undefined),-9,1,32,1,-29,4,0,0.04,·
COc1ccc(S(=O)(=O)N(C)c2ccc(C(=O)NCC3CCCO3)cc2)cc1 (centres undefined),5,2,-7,0.5,8,53*,2,1.1,-0.34
COc1ccc(CNC(=O)CSc2nnnn2Cc2ccccc2)cc1,6,0,8,0.3,-10,73*,5,0.13,0.54
COCCSc1ccccc1C(=O)NCc1ccco1,4,-1,0,1.1,-4,-10,-1,-0.28,0.44
COc1ccccc1NC(=O)C(=O)N/N=C(\C)CC(=O)Nc1ccc(OCc2ccccc2)cc1,-6,17,-8,0.7,10,33,5,-0.045,0.39
Cc1n[nH]c(C)c1S(=O)(=O)N1CCCC(C(=O)NCC2COc3ccccc3O2)C1 (centres undefined),-7,4,-11,0.7,11,27,0,1.8,-1.3
O=c1c(-c2ccc3c(c2)OCCO3)c(C(F)(F)F)oc2cc(O)cc(O)c12,2,13,5,0.1,-6,87*,5,0.46,-1.2
COc1ccccc1-c1nc(C#N)c(NCc2ccc(F)cc2)o1,5,41*,-2,0.4,-1,60*,0,0.0032,-1
COc1cccc(CNC(=O)C2CCN(S(=O)(=O)c3ccc4c(c3)CCC(=O)N4)CC2)c1,-18,3,-3,0.8,0,22,0,-0.32,·
Cc1ccc(NC(=O)CSc2nnc(C3CCCCC3)n2N)cc1F,-1,2,-2,0.3,1,72*,31*,-0.023,0.27
N#CC1=C(N)N(c2ccccc2)C(c2ccco2)C1(C#N)C#N (centres undefined),7,3,2,0.5,2,54*,10,-0.11,-1.2
COC(=O)c1ccccc1NC(=O)COc1ccc(S(=O)(=O)N2CCCC2)cc1C,0,5,4,1.2,-4,-19,18,0.81,-1.6
O=C1CCCc2nc(N3CCN(C(c4ccccc4)c4ccccc4)CC3)ncc21,-17,21,-4,0.9,5,8,2,1.5,-0.3
Cc1cc(C)nc(N(C#N)CN2C(=O)c3ccccc3C2=O)n1,3,5,-5,2.8*,3,-180,-3,-2.1,0.86
CCN(CC)CCn1c2ccc(F)cc2c2nc(C)sc21,8,-2,0,0.7,4,27,-3,0.13,-0.57
CCOC(=O)C(O)(CC(=O)Nc1ccc(Cl)cc1Cl)C(F)(F)F (centres undefined),·,·,-5,·,2,·,·,0.37,2.2
COc1ccc(C(=O)NCCn2cc(SCC(=O)Nc3nnc(C)s3)c3ccccc32)cc1,·,·,2,·,-3,·,·,0.058,-1.5
COc1ccc(C2Nc3ccccc3C(=O)N2c2ccc(C)cc2)cc1Cn1cc([N+](=O)[O-])cn1 (centres undefined),-16,7,19,0.1,-14,90*,-18,0.67,-2.4
CC(Oc1ccccc1Cl)C(=O)/C=C/N(C)C (centres undefined),-4,26,1,0.9,2,8,1,-0.67,0.35
CSC1=N/C(=C\c2ccc3c(c2)OCO3)C(=O)S1,-11,5,2,1,-5,2,-2,-0.3,0.5

(continued)
SMILES,E coli WT exp,PostGolgi ctrl,PTPN22 act,CYP2C9 act,PTPN22 inh 2,CYP2C9 inh,PostGolgi yeast,DAT uptake mod,PTK2B oligo ant
CCc1nnc(NC(=O)CSc2nnc(-c3c[nH]c4ccccc34)n2CC)s1,-2,9,0,0.4,-3,57*,1,0.9,-1
COc1cc2c(C(=O)Nc3ccc4c(c3)OCO4)cn(CC(C)C)c(=O)c2cc1OC,-1,1,7,0.9,-8,8,-3,·,·
C=CCN(C(=O)Nc1ccc2oc(C)nc2c1)c1ccccc1,-11,6,-7,0.8,11,23,-3,0.45,0.04
CC(=O)NC(CC(C)C)C(=O)NC(=O)NCc1ccccc1 (centres undefined),-4,-3,·,1.1,·,-5,1,-0.73,-0.39
Cc1c(S(=O)(=O)N2CCOCC2)c(=O)n(C)c(=O)n1C,3,4,2,1,-4,1,8,-0.1,·
Cc1ccc(NCc2nnc(SCCN3CCCCC3)n2CC2CCCO2)cc1Cl (centres undefined),8,2,3,0.8,-4,19,-2,2.4*,0.29
CCCCNC(=O)c1cc2nc3c(c(C(F)(F)F)n2n1)CCc1ccccc1-3,-5,-1,20,0.8,-17,21,0,0.084,0.39
CCOC(=O)c1c(C)[nH]c2cc(Br)c(O)cc12,·,·,·,0.3,·,68*,·,0.95,-1.3
CC1c2[nH]c3ccccc3c2CCN1S(C)(=O)=O (centres undefined),0,2,6,1,-10,3,-11,-0.38,-0.12
COc1ccc(N2CCN(C(CNC(=O)C3CCCCC3)c3cccnc3)CC2)cc1 (centres undefined),2,35*,-2,0.8,3,15,3,2.3,0.94
Cc1cc(NC(=O)Cn2c(=O)c3c(ncn3CC(C)C)n(Cc3ccccc3)c2=O)no1,-5,-11,·,0.7,·,32,-6,1.6,1.3
Cc1cccc(-n2c(CCn3nc(C)c([N+](=O)[O-])c3C)n[nH]c2=S)c1,-1,13,-13,0.7,16,26,-4,0.83,0.06
Cc1ccccc1Cn1nnc2c1C(=O)c1ccccc1C2=O,·,·,-6,·,7,·,·,0.83,-0.83
Cc1ccc(-c2c(=O)n(OCc3ccccn3)c3ccccc3[n+]2[O-])cc1,6,20,-6,1,10,4,9,-1.1,·
CCOC(=O)COc1cccc2c(=O)n(CC(=O)N3CCN(C(=O)OCC)CC3)ccc12,6,-1,22,·,-25,·,-3,-1.4,·
CCOC(=O)CSCc1c(C#N)c2ccccc2n1C,4,2,40*,1.1,-42,-8,-1,0.0042,0.13
CCN(CC)CC(O)COc1ccccc1C(=O)CCc1ccccc1 (centres undefined),·,·,6,0.7,-8,28,·,-0.27,0.63
O=[N+]([O-])c1nn(-c2ccc3c(c2)OCCO3)n(O)c1=Nc1ccc(Cl)cc1,-8,57*,3,0.9,-1,6,40*,-0.78,-3.4*
COCCOCC(O)CN1CCN(c2ccc(C)cc2)CC1 (centres undefined),7,6,-9,1,10,3,0,-0.36,-0.29
O=C(Nc1ccccc1)c1cnc2n(c1=O)CCS2,0,21,-13,0.7,12,35,2,0.1,·
Cc1cccc(Cn2c(=O)n(-c3ccc(CC(=O)NCc4ccco4)cc3)c(=O)c3sccc32)c1,1,3,-1,1,-1,-2,4,0.24,·
Cc1ccc(CC(=O)N2CCN(c3cccc(C(F)(F)F)c3)CC2)cc1,-4,20,7,0.5,-10,46,0,1.1,-0.21
COc1ccccc1OCC(O)Cn1c(=N)n(Cc2ccccc2)c2ccccc21 (centres undefined),2,-2,2,1.1,-3,-8,-2,1.4,0.87
O=C(NCc1ccc2c(c1)OCO2)c1cnc2n(c1=O)CCS2,0,-5,13,1.1,-13,-14,-5,0.046,·
Cc1nc2ncnn2c(Nc2ccc3c(c2)OCCO3)c1C,·,·,-2,·,6,·,·,0.93,3

Copied from the entries so far, three compounds:
SMILES,E coli WT exp,PostGolgi ctrl,PTPN22 act,CYP2C9 act,PTPN22 inh 2,CYP2C9 inh,PostGolgi yeast,DAT uptake mod,PTK2B oligo ant
COc1ccccc1OCC(O)Cn1c(=N)n(Cc2ccccc2)c2ccccc21 (centres undefined),2,-2,2,1.1,-3,-8,-2,1.4,0.87
O=C(NCc1ccc2c(c1)OCO2)c1cnc2n(c1=O)CCS2,0,-5,13,1.1,-13,-14,-5,0.046,·
Cc1nc2ncnn2c(Nc2ccc3c(c2)OCCO3)c1C,·,·,-2,·,6,·,·,0.93,3

Rows are unselected; any-hit rate near 24%.
